From PubChem BioAssay
KDM5B inh: blocks human KDM5B histone demethylase activity. Q9UGL1. KDM5B demethylase, FDH-coupled NADH fluorescence (FDH is formaldehyde dehydrogenase). Potency, µM (doses to about 57.7 µM), without a hit: top-dose activity change, negative = inhibition, actives largely listed as inhibitors. hit rate 2.6% among 220,000; active = well fitted inhibition curve with a large enough effect; inconclusive = small, poorly fitted or top-dose-only effect; inactive = no such curve, though single readings can be large or run the other way; also: 0% is about no effect; nearly all actives have a fitted effect of over 70% in size
Target sequence (Q9UGL1 whole entry, looked up): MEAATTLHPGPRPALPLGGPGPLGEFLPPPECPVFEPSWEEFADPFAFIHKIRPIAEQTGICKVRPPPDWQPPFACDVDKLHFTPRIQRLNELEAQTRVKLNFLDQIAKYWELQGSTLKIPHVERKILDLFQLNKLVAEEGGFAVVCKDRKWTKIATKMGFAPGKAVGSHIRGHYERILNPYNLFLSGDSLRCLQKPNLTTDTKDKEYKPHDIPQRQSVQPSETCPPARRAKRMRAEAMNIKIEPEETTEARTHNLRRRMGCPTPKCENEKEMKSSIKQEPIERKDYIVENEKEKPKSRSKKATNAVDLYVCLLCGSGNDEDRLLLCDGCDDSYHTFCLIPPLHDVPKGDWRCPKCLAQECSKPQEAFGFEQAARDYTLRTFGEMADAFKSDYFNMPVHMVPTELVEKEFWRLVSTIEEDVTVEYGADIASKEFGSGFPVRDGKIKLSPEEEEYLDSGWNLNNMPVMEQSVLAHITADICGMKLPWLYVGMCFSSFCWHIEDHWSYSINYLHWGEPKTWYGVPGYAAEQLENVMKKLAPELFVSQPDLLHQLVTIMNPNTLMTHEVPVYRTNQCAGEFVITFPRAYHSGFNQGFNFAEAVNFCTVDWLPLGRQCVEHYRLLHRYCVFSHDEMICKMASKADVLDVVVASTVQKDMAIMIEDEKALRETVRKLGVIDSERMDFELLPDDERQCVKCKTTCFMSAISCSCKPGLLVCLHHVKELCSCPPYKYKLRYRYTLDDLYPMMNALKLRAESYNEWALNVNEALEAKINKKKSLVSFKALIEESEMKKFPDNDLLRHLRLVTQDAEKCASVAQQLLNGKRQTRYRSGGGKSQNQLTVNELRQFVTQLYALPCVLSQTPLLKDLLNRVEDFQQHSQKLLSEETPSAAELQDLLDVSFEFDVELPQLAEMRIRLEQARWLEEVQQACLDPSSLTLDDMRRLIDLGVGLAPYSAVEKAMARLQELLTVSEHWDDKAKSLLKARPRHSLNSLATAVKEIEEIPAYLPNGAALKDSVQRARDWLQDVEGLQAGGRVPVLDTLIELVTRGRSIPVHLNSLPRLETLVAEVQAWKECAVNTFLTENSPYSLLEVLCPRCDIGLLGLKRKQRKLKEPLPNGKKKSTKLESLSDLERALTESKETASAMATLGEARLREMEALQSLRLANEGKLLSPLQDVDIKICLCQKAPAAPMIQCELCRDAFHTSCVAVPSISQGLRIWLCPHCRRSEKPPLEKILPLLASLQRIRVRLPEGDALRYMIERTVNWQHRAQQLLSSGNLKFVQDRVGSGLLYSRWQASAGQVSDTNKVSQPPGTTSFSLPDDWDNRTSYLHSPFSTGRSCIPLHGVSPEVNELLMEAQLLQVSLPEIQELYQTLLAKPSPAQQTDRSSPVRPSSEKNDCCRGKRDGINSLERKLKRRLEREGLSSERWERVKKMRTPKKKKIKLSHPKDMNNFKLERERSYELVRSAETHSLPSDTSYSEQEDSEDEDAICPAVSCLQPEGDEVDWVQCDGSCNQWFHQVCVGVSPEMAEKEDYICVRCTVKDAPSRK
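Measured: NADH fluorescence change, 30 min, RT. System: KDM5BΔAP 200 nM final, H3K4me3 peptide, α-KG, Fe(II), ascorbate, NAD⁺ plus FDH, pH 7.5 HEPES. Compounds: titrated, 10 min pre-incubation with enzyme.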
Numbers without * were called inactive; u = inconclusive; [ ] = dose if it differs, or a comment. Potency is read from the fitted curve at half-maximal effect.

Molecule: CCc1ccc(CNC(=O)c2cccc(-n3cnc4cccnc43)c2C)cc1
  KDM5B inh: -2.7%
Molecule: CCOc1ccc(S(=O)(=O)NCCc2csc3nc(-c4ccc(OC)c(OC)c4)nn23)cc1
  KDM5B inh: -6.4%
Molecule: Cc1c(C(=O)N2CC[C@@H]3[C@@H](CCC(=O)N3CCN)C2)[nH]c2ccccc12
  KDM5B inh: 43.0%[activator]
Molecule: O=C1Nc2ccc(-c3cccc(C(F)(F)F)c3)cc2C(=O)N2CCN(C(=O)c3cccs3)C[C@H]12
  KDM5B inh: u
Molecule: O=S(Cc1cccc(F)c1)Cc1cccc(C(F)(F)F)c1 (stereo not drawn)
  KDM5B inh: 21.2%
Molecule: CCOC(=O)c1c(S(=O)(=O)N2CCCC(C(=O)NCc3ccc(F)cc3)C2)c(C)n(CC)c1C (stereo not drawn)
  KDM5B inh: 8.5%
Molecule: CC(SC(C)c1ccc(Cl)cc1)C(N)=O (stereo not drawn)
  KDM5B inh: 22.5%
Molecule: Cc1ccccc1-c1nn(-c2ccc(F)cc2F)cc1CN1CCCC1CCO (stereo not drawn)
  KDM5B inh: -11.0%
Molecule: CCC(=O)N1CCc2cc(Br)cc(S(=O)(=O)N3CCN(c4cccc(Cl)c4)CC3)c21
  KDM5B inh: -15.4%
Molecule: Cc1cc(NC(=O)COc2ccccc2)cc(-c2nc3ccccc3o2)c1O
  KDM5B inh: u

Molecule: CCOC(=O)c1ccc(CSc2nnc3cc(C)c4ccccc4n23)cc1
  KDM5B inh: u
Molecule: Cc1cnc(C(=O)N[C@@H]2CN(Cc3ccccc3)C[C@H]2CO)cn1
  KDM5B inh: u
Molecule: O=C(O)C(c1c[nH]c2ccccc12)N1CCc2ccccc2C1 (stereo not drawn)
  KDM5B inh: -3.2%
Molecule: CCN(CC)c1nc2ccccc2nc1C(=O)Nc1c(C)cc(C)cc1C
  KDM5B inh: 7.4%
Molecule: CC(C)(C)c1cc(C(=O)NNS(=O)(=O)c2ccccc2)n[nH]1
  KDM5B inh: 0.5%
Molecule: CC1(C)CC(=O)c2cc(-c3nc(-c4ccc(Cl)cc4)cs3)c(=O)[nH]c2C1
  KDM5B inh: -26.0%
Molecule: CCOC(=O)[C@]12CCCCC/C=C\1N(Cc1ccc(OC)cc1)C(=O)[C@H]2CC(=O)N1CCC(c2ccccc2)CC1
  KDM5B inh: 25.5%
Molecule: COc1ccc(C(=O)N2CCN(C(=O)OC(C)(C)C)CC2)c(OC)c1OC
  KDM5B inh: 2.4%
Molecule: Cc1nc(=O)c(-c2ccccc2)c(C)n1-c1ccccc1Cl
  KDM5B inh: -6.5%
Molecule: COc1cccc(-c2nc(CS(=O)(=O)CC(=O)NCCc3ccc(Cl)cc3)c(C)o2)c1
  KDM5B inh: 11.2%

Molecule: CCc1noc(-c2cccn3c(CNC(=O)C4CC4)nnc23)n1
  KDM5B inh: 25.1µM*
Molecule: Cn1cc(C2Nc3ccccc3C(=O)N2c2ccc(Cl)cc2)c(=O)n(C)c1=O (stereo not drawn)
  KDM5B inh: u
Molecule: COCCN1CCCCCC(O)c2cc(C(=O)NCc3cc(OC)ccc3OC)ccc21 (stereo not drawn)
  KDM5B inh: u
Molecule: COc1ccc(-c2cc(C(=O)OCC#N)c3ccccc3n2)cc1OC
  KDM5B inh: 6.8%
Molecule: Cc1nn(CC(=O)NC(C)(C)C)c(C)c1S(=O)(=O)N1CCCC(C(=O)N2CCC(C)CC2)C1 (stereo not drawn)
  KDM5B inh: 16.9%
Molecule: CN(C)C(=O)C1CCCN1c1ncnc2ccccc12 (stereo not drawn)
  KDM5B inh: 7.3%
Molecule: COc1ccc(NC(=O)CSCc2cc(=O)n3cc(C)ccc3n2)cc1Cl
  KDM5B inh: 0.9%
Molecule: CC(=O)c1ccc(S(=O)(=O)N2CCCC2c2cccn2C)cc1 (stereo not drawn)
  KDM5B inh: 0.3%
Molecule: CCN1CCN(C(=O)CSc2nc3c(c(=O)n(C)c(=O)n3C)n2C)CC1
  KDM5B inh: -9.9%
Molecule: CCOc1cc(C)c(Cl)cc1S(=O)(=O)N1CCCCC1CC (stereo not drawn)
  KDM5B inh: 6.0%

Molecule: Cc1nc2cccnc2n1-c1cccc(C(=O)N2CCN(c3ccc(Cl)cc3)CC2)c1
  KDM5B inh: -10.1%
Molecule: COc1ccc(CNC(=O)c2ccc(NC(=O)N3CCSc4ncccc43)cc2)cc1OC
  KDM5B inh: u
Molecule: COc1ccc(CC(=O)N2CCCN(S(C)(=O)=O)c3ccccc32)cc1OC
  KDM5B inh: -13.1%
Molecule: COc1ccc(NC(=O)c2oc3ccccc3c2NC(=O)C23CC4CC(CC(C4)C2)C3)cc1
  KDM5B inh: -26.5%
Molecule: O=C1NCCCCCCN(Cc2cccc3[nH]ccc23)[C@H]2CCC[C@@H]12
  KDM5B inh: u
Molecule: CC(C)Oc1ccc(C(=O)Nc2ccc(C(F)(F)F)oc2=O)cc1
  KDM5B inh: 12.2%
Molecule: COc1ccc(-c2nc(Cn3c(=O)cc(-c4ccccc4)c4c(C)nn(C)c43)c(C)o2)cc1OC
  KDM5B inh: -2.3%
Molecule: O=C(c1cc(C(F)(F)F)[nH]n1)N1CC[C@@H](c2ccc(F)cc2)[C@H](O)C1
  KDM5B inh: -8.1%
Molecule: CCOc1ccccc1Oc1cn[nH]c1-c1ccc(OCC(=O)NN)cc1O
  KDM5B inh: 4.4%
Molecule: CCCCOc1ccc(NC(=O)c2cccc(C)c2)c2cccnc12
  KDM5B inh: -31.9%

Molecule: O=C(NCc1ccco1)c1ccc2c(c1)CC(=O)N2Cc1cccc(F)c1
  KDM5B inh: 5.3%
Molecule: COc1ccc(C(=O)Nc2nc3n(n2)C(c2ccccc2)C=C(c2ccccc2)N3)cc1 (stereo not drawn)
  KDM5B inh: u
Molecule: O=[N+]([O-])c1ccc(N2CCCC2)nc1
  KDM5B inh: 1.3%
Molecule: N#Cc1c(N)c(C(=O)c2ccc3c(c2)OCCO3)n2c1CCC2
  KDM5B inh: 14.9%
Molecule: COc1cc(C#N)ccc1OC(=O)Cc1coc2ccc3ccccc3c12
  KDM5B inh: u
Molecule: COc1cc(NC(=O)CSc2nc3ccccc3nc2Cc2ccc(Cl)cc2)cc(OC)c1
  KDM5B inh: -15.6%
Molecule: O=C(Nc1ccc(Br)cc1)c1ccc(Br)c(S(=O)(=O)NCc2ccccc2)c1
  KDM5B inh: -29.0%
Molecule: Cc1ccn(CC(=O)N2CCCn3ccnc3C2c2cnn(C)c2)n1 (stereo not drawn)
  KDM5B inh: 2.4%
Molecule: O=C(CCC1CCCN(CCCn2cccn2)C1)Nc1ccc(C(F)(F)F)cc1 (stereo not drawn)
  KDM5B inh: 12.4%
Molecule: O=C(CC1CCCN(c2cnn(CC3CC3)c(=O)c2)C1)NCc1cccs1 (stereo not drawn)
  KDM5B inh: 15.3%

Molecule: CCOc1ccc(NC(=O)NCCN2CCN(c3ccccc3F)CC2)cc1
  KDM5B inh: 12.7%
Molecule: Fc1cccc(-c2cnc(Nc3cncnc3)c3c2CCO3)c1
  KDM5B inh: -26.3%[86.2 µM]
Molecule: COCCN1C(=O)c2oc3ccc(C)cc3c(=O)c2C12C(=O)N(C)c1ccccc12 (stereo not drawn)
  KDM5B inh: -2.6%
Molecule: COc1cc(-c2ccc(C(F)(F)F)cn2)cc2c1OCCNC2
  KDM5B inh: 25.1µM*
Molecule: c1ccc(Nc2cc3c(cn2)CN(Cc2cccs2)CCN3)cc1
  KDM5B inh: u
Molecule: CSc1ccc(CCNC(=O)C2CCN(c3nc4ccccc4nc3C(F)(F)F)CC2)cc1
  KDM5B inh: -13.3%
Molecule: O=C(Nc1ccc(C(=O)O)cc1)/C(=C\c1ccco1)NC(=O)c1ccc(Br)o1
  KDM5B inh: -9.6%
Molecule: CCOc1ccc(-c2nnc(NC(=O)Cc3cc(OC)c(OC)c(OC)c3)o2)cc1
  KDM5B inh: u
Molecule: O=C(Cc1c(Cl)cccc1Cl)OCc1ccc(Cl)cc1Cl
  KDM5B inh: 5.2%
Molecule: Cc1ccc(S(=O)(=O)N2CCN(S(=O)(=O)c3cccs3)CC2)cc1
  KDM5B inh: 23.3%

Part of the list above in order of formula weight, highest first.
Molecule: O=C(Nc1ccc(Br)cc1)c1ccc(Br)c(S(=O)(=O)NCc2ccccc2)c1
  KDM5B inh: -29.0%
Molecule: COc1cc(NC(=O)CSc2nc3ccccc3nc2Cc2ccc(Cl)cc2)cc(OC)c1
  KDM5B inh: -15.6%
Molecule: CSc1ccc(CCNC(=O)C2CCN(c3nc4ccccc4nc3C(F)(F)F)CC2)cc1
  KDM5B inh: -13.3%
Molecule: COc1ccc(-c2nc(Cn3c(=O)cc(-c4ccccc4)c4c(C)nn(C)c43)c(C)o2)cc1OC
  KDM5B inh: -2.3%
Molecule: COc1ccc(NC(=O)c2oc3ccccc3c2NC(=O)C23CC4CC(CC(C4)C2)C3)cc1
  KDM5B inh: -26.5%
Molecule: COc1ccc(C(=O)Nc2nc3n(n2)C(c2ccccc2)C=C(c2ccccc2)N3)cc1 (stereo not drawn)
  KDM5B inh: u
Molecule: CCOc1ccc(-c2nnc(NC(=O)Cc3cc(OC)c(OC)c(OC)c3)o2)cc1
  KDM5B inh: u
Molecule: O=C(CCC1CCCN(CCCn2cccn2)C1)Nc1ccc(C(F)(F)F)cc1 (stereo not drawn)
  KDM5B inh: 12.4%
Molecule: COCCN1C(=O)c2oc3ccc(C)cc3c(=O)c2C12C(=O)N(C)c1ccccc12 (stereo not drawn)
  KDM5B inh: -2.6%
Molecule: Cc1ccc(S(=O)(=O)N2CCN(S(=O)(=O)c3cccs3)CC2)cc1
  KDM5B inh: 23.3%
Molecule: CCOc1ccc(NC(=O)NCCN2CCN(c3ccccc3F)CC2)cc1
  KDM5B inh: 12.7%
Molecule: CCOc1ccccc1Oc1cn[nH]c1-c1ccc(OCC(=O)NN)cc1O
  KDM5B inh: 4.4%

Molecule: O=C(NCc1ccco1)c1ccc2c(c1)CC(=O)N2Cc1cccc(F)c1
  KDM5B inh: 5.3%
Molecule: O=C(c1cc(C(F)(F)F)[nH]n1)N1CC[C@@H](c2ccc(F)cc2)[C@H](O)C1
  KDM5B inh: -8.1%
Molecule: CC(C)Oc1ccc(C(=O)Nc2ccc(C(F)(F)F)oc2=O)cc1
  KDM5B inh: 12.2%
Molecule: O=C1NCCCCCCN(Cc2cccc3[nH]ccc23)[C@H]2CCC[C@@H]12
  KDM5B inh: u
Molecule: c1ccc(Nc2cc3c(cn2)CN(Cc2cccs2)CCN3)cc1
  KDM5B inh: u
Molecule: CCCCOc1ccc(NC(=O)c2cccc(C)c2)c2cccnc12
  KDM5B inh: -31.9%
Molecule: COc1cc(-c2ccc(C(F)(F)F)cn2)cc2c1OCCNC2
  KDM5B inh: 25.1µM*
Molecule: N#Cc1c(N)c(C(=O)c2ccc3c(c2)OCCO3)n2c1CCC2
  KDM5B inh: 14.9%
Molecule: Fc1cccc(-c2cnc(Nc3cncnc3)c3c2CCO3)c1
  KDM5B inh: -26.3%[86.2 µM]
Molecule: O=[N+]([O-])c1ccc(N2CCCC2)nc1
  KDM5B inh: 1.3%

Following part:
Molecule: CCCCc1nc2sc3c(NCC(C)O)ncnc3c2c2c1CCC2 (stereo not drawn)
  KDM5B inh: u
Molecule: CN(C)C(=O)[C@@H]1CN(Cc2cccnc2)C[C@H]1CO
  KDM5B inh: 0.3%
Molecule: CCOC(=O)C(=Cc1ccc(C)cc1)C(=O)OCC
  KDM5B inh: -17.0%
Molecule: O=C(c1ccccc1F)N1CCC2(CC1)C(=NC1CCCC1)NC(=O)N2c1cc(F)cc(F)c1
  KDM5B inh: -12.9%
Molecule: Cn1c(-n2ncc(N3CCN(c4cccc(C(F)(F)F)c4)CC3)c(Cl)c2=O)nc2ccccc21
  KDM5B inh: 6.0%
Molecule: O=C(CCCC(=O)NN=C1CCCC1)NN=C1CCCC1
  KDM5B inh: -6.5%
Molecule: O=C(NCc1cccs1)c1cc2n(n1)CC(c1ccc3c(c1)OCO3)OC2 (stereo not drawn)
  KDM5B inh: u
Molecule: CC(=O)c1c(C)oc2c(Cl)cc(NS(=O)(=O)c3cc(C)c(C)cc3C)cc12
  KDM5B inh: -16.1%[11.5 µM]
Molecule: Cc1c(C(=O)N2CCCn3nc(C(C)O)cc3C2)sc2nc[nH]c(=O)c12 (stereo not drawn)
  KDM5B inh: 21.9%
Molecule: Cc1cc2oc(=O)cc(CN3CCOCC3)c2cc1C
  KDM5B inh: -6.7%

Molecule: Cn1c(=O)c2c(ncn2CC(=O)NC(C)(C)C)n(C)c1=O
  KDM5B inh: 14.9%
Molecule: CCN(CC1COc2ccccc2O1)C(=O)CSc1nnnn1C1CC1 (stereo not drawn)
  KDM5B inh: 8.8%
Molecule: Cc1noc([C@@H]2CN(C(=O)Cn3c(=O)oc4ccccc43)C[C@H]2C(N)=O)n1
  KDM5B inh: -15.7%
Molecule: CCOC(=O)c1ccc(NC(=O)Cn2nc3c(cc2=O)CN(C(C)=O)CC3)cc1
  KDM5B inh: 1.2%
Molecule: Nc1nc(Nc2ccc(Cl)cc2Cl)nc(-c2cc3ccccc3o2)n1
  KDM5B inh: -0.1%
Molecule: Fc1ccc(Cc2nc3nccc(-c4ccc5c(c4)OCCCO5)n3n2)cc1
  KDM5B inh: u

These rows are one share of the data; count on the stated rates, not on these rows.
